Screening results (PubChem BioAssay)
TCR act: T cell receptor activation. primary human leukocytes, anti-CD3, IL-2 HTRF, 48 h. 330,000 tested, under 10 active. Potency, µM (series often up to 9.22 µM), for inactives: at the top dose activation of IL-2 secretion, hits mostly activators; also: % of control where 0% means no effect
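Primary human leukocytes were stimulated with a-CD3 beads plus compounds for 48 hr without co-stimulation; secreted IL-2 was quantified by HTRF using a-IL-2-K (europium cryptate) and a-IL-2-d2, excited at 320nm with acceptor emission read at 665nm.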
PTAP TSG101 blk: blocks PTAP/TSG101 interaction to inhibit HIV-1 budding | Fluorescence polarization, FITC-PTAP peptide / Tsg101 binding | Potency, µM (top dose mostly 115 µM), for inactives: at the top dose activity change, negative = inhibition, actives largely listed as inhibitors | Q99816 | 340,000 tested, under 10 active; active = well fitted inhibition curve with a large enough effect in the main read-out, with a control signal flat, not every such curve was filed as active; inconclusive = small, poorly fitted or top-dose-only effect, or effect the other way, or a change in a side signal; inactive = no such curve, though single readings can be large or run the other way; also: potency is read from the fitted curve at half-maximal effect; % of control where 0% means no effect
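Compounds were pin-transferred onto Tsg101 binding domain (10 uM final) in HEPES pH 7.5 buffer, then FITC-PTAP peptide was added at 50 nM final. After 20 min at RT, polarization reported peptide displacement across a qHTS concentration series.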
Menin-MLL TR inh: displaces Texas Red mutant MLL peptide from human menin. Potency, µM (doses to about 61.6 µM), for the others: at the top dose FP activity change, negative = inhibition, hits mostly inhibitors. Menin + Texas Red MLL mutant peptide, fluorescence polarization. 270,000 tested, 0.23% active; active = well fitted inhibition curve with a large enough effect in the polarisation, with a control signal flat, not every such curve was filed as active; inconclusive = small, poorly fitted or top-dose-only effect, or effect the other way, or a change in a side signal; inactive = no such curve, though single readings can be large or run the other way; the % refers to the polarisation; also: potency is read from the fitted curve at half-maximal effect; % of control where 0% means no effect; many of its hits are not listed in these tables
MBNL1-CUG inh: MBNL1-poly(CUG) RNA binding inhibition; TR-FRET MBNL1-His/biotin-(CUG)12 binding, 665/545 ratio; Potency, µM (doses to about 57.5 µM), for the others: top-dose activity change, negative = inhibition, usual class: inhibitors; 280,000 tested, 0.036% active; AID 2675; active = well fitted inhibition curve with a large enough effect in the signal ratio, with a control signal flat, not every such curve was filed as active; inconclusive = small, poorly fitted or top-dose-only effect, or effect the other way, or a change in a side signal; inactive = no such curve, though single readings can be large or run the other way; the % refers to the signal ratio; also: potency is read from the fitted curve at half-maximal effect; % is scaled to controls: 0 for no effect and ±100 for the full control effect
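Compounds (final 92 nM to 58 uM) are added to His-tagged MBNL1 and biotin-(CUG)12, then terbium anti-His antibody and streptavidin-XL665 (5 nM final). After 60 min at room temperature, the 665/545 nm ratio is read.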
S-ASM inh: inhibitors of human secretory acid sphingomyelinase | placental ASM, HMU-PC fluorogenic substrate, 60 min | 340,000 tested, 0.006% active | Potency, µM (highest dose often 57.5 µM), inactives show top-dose activity change, negative = inhibition, actives largely listed as inhibitors | P17405; also: potency is read from the fitted curve at half-maximal effect
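Steps: dispense placental human ASM, pin compound, wait 10 min at room temperature, add HMU-PC0 substrate at 9 uM final, incubate 60 min at 37 °C, add stop solution raising pH to 10, read fluorescence.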
AT treatment: candidate therapy for ataxia-telangiectasia; Potency, µM (highest dose often 57.5 µM), inactives show top-dose activation, usual class: activators; […] A-T fibroblasts, KAP-1 phosphorylation AlphaLISA; neocarzinostatin DNA damage 30 min before lysis; 320,000 tested, 0.19% active; also: potency is read from the fitted curve at half-maximal effect; % of control where 0% means no effect; nearly all actives have a fitted effect of over 45% in size
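ATM-like activity read as KAP-1 phosphorylation via AlphaLISA donor/acceptor antibody pairs after lysis and 6 hr at 25C. Cells were ATM-null patient fibroblasts ([…], hTERT), dosed 60 min, then exposed to the DSB inducer NCS for 30 min.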
TSHR antag: human thyrotropin receptor antagonism | 330,000 tested, 0.2% active | P16473 | activity change, negative = inhibition, % at 11.5 µM | TSHR-expressing cells, TSH-stimulated cAMP HTRF, 2 h; active compounds read low;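 active = activity change below a set negative limit, meaning inhibition stronger than a set level, cut at about -70% in these data; inconclusive = activity change between two set negative limits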; also: % is scaled to controls: 0 for no effect and ±100 for the full control effect
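Read-out is FRET at 665 nm (cryptate excitation 337 nm) from a cryptate-tagged anti-cAMP antibody, competed by cell cAMP against cAMP-d2. Compounds are tested on freshly harvested TSHR cells challenged with 4nM TSH (EC80) for 2 hours at 37 deg C.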
Mito fusion act: blocks mitochondrial division or promotes mitochondrial fusion; AID 485298; S. cerevisiae fusion-defective mutant growth rescue, CellTiterGlo 48 h; 320,000 tested, 0.23% active; Potency, µM (series often up to 46.1 µM), for the others: at the highest dose growth rescue (activation), most hits filed as activators;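 also: potency is read from the fitted curve at half-maximal effect; % of control where 0% means no effect; nearly all actives have a fitted effect of over 45% in size; temperature-sensitive fusion mutants such as fzo1-1 at 37 °C on non-fermentable ethanol glycerol medium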
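Growth-rescue viability read-out: after 48 h at the non-permissive 37C in glycerol/ethanol YPEG, yeast mitochondrial fusion mutants are measured by CellTiterGlo luminescence; compounds (23 nl pinned per well) restoring growth score as division inhibitors or fusion activators.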
Integrin act MD: activators of alpha7 integrin expression for muscular dystrophy; alpha7betagal myoblasts, beta-gal FDG fluorescence, 48 h; Potency, µM (doses to about 38.3 µM), without a hit: at the top dose activation, most hits filed as activators; 350,000 tested, 0.064% active; AID 624291;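 also: potency is read from the fitted curve at half-maximal effect; 100% = response of the positive control SU9516; nearly all actives have a fitted effect of over 60% in size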
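alpha7betagal+/- myoblasts (passage 13, 250/well) treated 48 h at 37C with compounds at 1:260 dilution of DMSO stock. Lysed, then beta-galactosidase activity read as FDG fluorescence (ex 480/em 540) after 30 min, with pre-read for autofluorescence.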
CXXC DNA block: blocks binding of human MLL CXXC domain to DNA. Potency, µM (highest dose often 115 µM), inactives show at the highest dose activity change, negative = inhibition, hits mostly inhibitors. Q03164. 290,000 tested, 0.037% active. MLL-CXXC / FITC-HOXA9 DNA fluorescence polarization; active = well fitted inhibition curve with a large enough effect in the polarisation, with a control signal flat, not every such curve was filed as active; inconclusive = small, poorly fitted or top-dose-only effect, or effect the other way, or a change in a side signal; inactive = no such curve, though single readings can be large or run the other way; the % refers to the polarisation; also: potency is read from the fitted curve at half-maximal effect
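Steps: dispense CXXC domain solution (7 uM) → pin compounds or unlabeled HOX-A9 DNA control → 5 min ambient → add FLSN-HOX-A9 solution (50 nM) → spin → 30 min ambient → fluorescence polarization. Tris pH 7.5/NaCl/DTT/BSA buffer.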
Numbers without * were called inactive; ? = inconclusive; · = no result given; [ ] = remark or other dose. Unless noted, calls follow the shape of the dose curve; as a rule, active = well fitted curve in the direction sought with a large enough effect; inconclusive = small, poorly fitted or top-dose-only effect, or another doubt; inactive = no such curve, though single readings can be large; an effect the other way counts as inactive or inconclusive. A portion of the library. The share of hits here may be higher or lower than overall.

SMILES	TCR act	PTAP TSG101 blk	Menin-MLL TR inh	MBNL1-CUG inh	S-ASM inh	AT treatment	TSHR antag	Mito fusion act	Integrin act MD	CXXC DNA block
COc1ccc(CNC(=O)Cn2nc([N+](=O)[O-])c(Br)c2C)cc1OC	-3%	-1%	?	?	-3%	3%	0	-5%	-20%	-16%
COc1ccc(NC(=O)CCCC(=O)c2ccccc2)cc1	0%	4%	6%	1%	0%	0%	0	4%	2%	30%
O=C(Nc1cccc(-c2nc3ncccc3o2)c1)c1ccccc1	-3%	0%	6%	4%	0%	3%	-19	4%	18%	-5%
Cc1cc(=O)[nH]c2c(N=Nc3ccc(O)cc3)c(N)nn12	8%	0%	?	?	-11%	3%[11.5 µM]	-22	1%	4%	?
Cc1cc2c(=O)n(CC(=O)NCC(=O)Nc3ccc(C(C)C)cc3)cnc2s1	-1%	-2%	25%	0%	-1%	-9%	-5	-3%	?	1%
CN1CCN(/N=C/c2ccc(N(C)c3ccccc3)cc2)CC1	-4%	-1%	-4%	11%	0%	-7%	12	6%	-2%	35%
CC(C)C(=O)Nc1cccc(N2CCN(CCCN3C(=O)C4CCCCN4C3=O)CC2)c1 (stereo not drawn)	3%	-2%	·	·	11%	·	·	·	5%	·
CCOc1ccc(-c2csc(/C(C#N)=C\c3ccc(O)c([N+](=O)[O-])c3)n2)cc1	-18%[46.1 µM]	-2%	?	?	-17%	-16%	-83*	-7%	-32%	6%
COC(=O)[C@@]12CCCCN1[C@H](c1ccc(-c3ccc(F)cc3)cc1)[C@@H]1C(=O)N(C)C(=O)[C@@H]12	6%	0%	·	·	-29%	-3%	-1	13µM*	14%	·
COc1cc(NC(=O)CSCc2ccc(Cl)cc2)c(C(=O)O)cc1OC	1%	0%	25%	-9%	4%	5%	-14	4%	8%	-15%
CCOc1cc(/C=N/O)ccc1OCc1ccc(C)cc1	-1%[46.1 µM]	0%	14%	-6%	1%	27%	-5	?	15%	-7%
S=C1NC2(CCCC2)Nc2ccccc21	-3%	-3%	16%	4%	18%	-2%	3	-2%	-11%	3%
Cc1ccc(NC(=O)C2CCCN(S(=O)(=O)c3cccnc3)C2)cc1C (stereo not drawn)	1%	-5%	·	-6%	0%	-26%	8	3%	3%	-6%
Cc1ccccc1OCC(=O)N/N=C1\SCC(=O)N1Cc1ccccc1	3%[46.1 µM]	-2%	-23%	-17%	-1%	·	-1	18%	-10%	2%
O=C(c1ccc(Cl)cc1)c1oc2ccccc2c1CS(=O)(=O)c1ccccc1	·	·	8%	-9%	-7%	·	18	-17%	-9%	-5%
CN(C)S(=O)(=O)c1ccc(N2CCCC2)c(C(=O)NNC(=O)COc2cccc(F)c2)c1	-9%	-6%	·	·	11%	-6%	-10	-2%	-32%	·
COc1cc(OC)cc(C(=O)NCC(=O)OCC(=O)NCc2ccco2)c1	-1%[46.1 µM]	0%	·	·	8%	-14%	32	·	?	·
CCOc1ccc(OCCC(=O)OCC(=O)Nc2cc(C)nn2-c2ccccc2)cc1	2%	-1%	·	·	2%	-2%	-1	3%	14%	·
CC1CN(C(c2ccco2)c2sc3ncnn3c2O)CC(C)O1 (stereo not drawn)	-3%	-2%	0%[11.7 µM]	13%	6%	8%	10	0%	11%	-8%
O=NN(CCc1ccncc1)c1ccc(OCc2ccccc2)cc1	2%	0%	-2%	9%	2%	20%	-15	-10%	-52%[inhibitor]	1%
Cn1c(=O)c(Cc2ccccc2)c(O)c2ccccc21	-10%	-4%	-5%	-1%	1%	1%	-3	1%	25%	0%
CCOc1ccc(OCc2ccc(C(=O)N3N=C(C(F)F)CC3(O)C(F)F)o2)cc1 (stereo not drawn)	3%	-3%	0%	-3%	-4%	-1%	2	0%	21%[7.66 µM]	2%
COc1ccc(N2CCN(c3ccc(N4C(=O)COCC4=O)cc3[N+](=O)[O-])CC2)cc1	-5%[46.1 µM]	-1%	-14%	?	-10%	·	5	3%	2%	-11%
CCNC(=S)NC1CC2CCCC(C1)N2CCc1ccccc1 (stereo not drawn)	1%	-6%	3%	-4%	-5%	-4%	10	-1%	-18%	3%
O=C(N/N=C/c1cccc(OC(=O)c2cccc(Br)c2)c1)c1ccncc1	-4%	0%	5%	7%	·	-4%	27	-1%	1%	27%
C=CCOC(=O)C1=C[C@@H](C2CCCCC2)C[C@@H](OCc2ccc(CO)cc2)O1	3%	0%	?	-17%	0%	4%	-1	-9%	24%	?
O=C1c2sc3nc4c(c(=O)n3c2C(=O)N1c1ccccc1)CCC4	3%	-3%	?	12%	-9%	-2%	-16	3%	-22%	-8%
COc1ccc(NC(=S)Nc2ccc(C)c(Cl)c2)cc1OC	-3%	-1%	?	-3%	2%	-9%	4	-4%	1%	6%
COCc1ccc(CN2CCC(n3nccc3NC(=O)CCCc3ccccc3)CC2)o1	1%	-4%	1%	3%	4%	5%	-4	2%	-6%	1%
CC(=O)Nc1ccc(S(=O)(=O)NC2(C(F)(F)F)NC(=O)N(C3CCCCC3)C2=O)cc1 (stereo not drawn)	4%	-5%	0%	-2%	-3%	-5%	9	0%	17%	3%
Cc1ccc(/C=N/NC(=O)CSc2nc3ccccc3s2)o1	-4%[46.1 µM]	-6%	-2%	16%	5%	-3%	-1	-6%	15%	-1%
CC1=CS(=O)(=O)CC1SC(=S)N(C)C1CCS(=O)(=O)C1 (stereo not drawn)	·	0%	4%	-8%	1%	3%	8	3%	-8%	11%
CC(C)(C)N(C=C(Cl)Cl)C(=O)NC1CCCCC1	0%	-3%	8%	2%	0%	3%	0	4%	-17%	-1%
CS(=O)(=O)CCSc1ncccc1C(=O)NCc1cccs1	2%	-1%	·	-11%	7%	0%	-4	2%	-40%	2%
COc1ccc(S(=O)(=O)n2c(CCN3CCOCC3)nc3ccccc32)cc1	0%	-8%	-7%	-2%	4%	-7%	8	3%	4%	7%
CC(=O)N1CCCc2cc(S(=O)(=O)NC(C(=O)NC3CCCCC3)C(C)C)ccc21 (stereo not drawn)	-1%[46.1 µM]	1%	-2%	-2%[11.5 µM]	·	0%	10	·	-20%	-2%
CC1CCc2sc3ncn4nc(C(=O)NCc5ccco5)nc4c3c2C1 (stereo not drawn)	4%	-4%	-17%	-2%	5%	9%	-12	1%	-12%	5%
CCc1ccc(NC(=O)C2CCCN(S(=O)(=O)c3cnc[nH]3)C2)cc1 (stereo not drawn)	-4%	0%	-4%	-2%	8%	-1%	-9	1%	25%	-3%
Cc1nc2ccccc2c(=O)n1/N=C/c1ccc(C(C)C)cc1	4%	-9%	?	-6%	-4%	-20%	-2	-24%	?	-1%
CN(C)NC(=S)NC(=O)C12CC3CC(CC(C3)C1)C2	-4%	-2%	-1%	-5%	1%	12%	9	25%	12%	2%
COc1ccc(OC)c(C(C)NC(=O)Nc2ccccc2)c1 (stereo not drawn)	-7%	-9%	11%	-4%	5%	3%	-2	2%	5%	6%
CC(=O)c1cccc(NC(=O)CCOc2ccccc2)c1	-5%	-3%	11%	-5%	0%	1%	14	3%	1%	1%
CCn1c(NC(=O)C(C)C)c(-c2ccccc2)c(=O)c2ccccc21	2%	1%	·	·	2%	-1%	8	1%	1%	-4%
CCOC(=O)CCCCCCCCC(=O)Nc1ccc(-n2[nH]c(=O)cc2C)cc1	-3%	-10%	·	·	2%	·	·	·	16%	·
COc1cccc(NC(=O)c2cc(CN3C(=O)c4ccccc4C3=O)ccc2OC)c1	-3%[46.1 µM]	-1%	14%	-4%	1%	-1%	1	0%	4%	-1%
CC(C)(C)NC(=O)Cn1c(SCC(=O)Nc2nccs2)nc2ccccc21	2%[46.1 µM]	-3%	-2%	?	-1%	2%	1	-3%	0%	6%
C=CCn1c(O)c(N=NC(=O)CNC(=O)Cc2ccccc2)c2ccccc21	2%	-3%	?	?	-3%	4%	-31	1%	-40%	3%
COc1ccc(/C=C/C(=O)N(CCC(N)=O)c2ccccc2)cc1S(=O)(=O)N1CCOCC1	-5%	-8%	·	·	-3%	-2%	-5	0%	1%	·
C=CCN(CC=C)C(=O)CN1C(=O)c2ccccc2C1=O	2%[46.1 µM]	-9%	-6%	15%	6%	2%	4	3%	?	4%
CC1CC(C)(C)NC(=S)N1CCCC(=O)Nc1ccc(F)c(F)c1 (stereo not drawn)	3%	-3%	-1%	-3%	-5%	-2%	5	0%	-20%	5%
